# Screens: PubChem BioAssay, several laboratories
# KKLEB cytotox – reduces viability of KKLEB cystic fibrosis airway cells; KKLEB CF airway cells viability, ATPlite luminescence, overnight; stronger effect = lower value; cells stimulated with P. aeruginosa culture filtrate; activity change (cytotoxicity), % at 5 µM; actives 0.36% (n = 360,000); AID 602141;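 active = corrected activity change at or below -50% at 5 µM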
# CaV13 FRET inh – Primary screen for inhibitors of IQ motif and Ca2+-dependent inactivation inhibitor domain binding in CACNA1D, Förster resonance energy transfer in living cells, …. inhibition, % at 12.3 µM. actives 0.098% (n = 340,000). HEK cells, CFP/YFP FRET ICDI-IQ, plate reader, 10 min; percent FRET-ratio fall versus neutral wells. AID 743397;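 active = mean replicate inhibition of at least 30% and at least 1% of replicates passing that level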;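 note: 0% = median of the neutral control wells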
# NR2E3 ag-1 – agonists of human nuclear receptor NR2E3 | Q9Y5X4 | actives 0.12% (n = 320,000) | AID 2300 | inhibition of corepressor binding, % at 4.78 µM | GST-NR2E3/biotin-RetCOR TR-FRET, 1536-well;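 active = percent inhibition above the cutoff of mean plus 3 SD of all tested compounds, set per screening campaign, cut at about 20% in these data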;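 note: 0% = DMSO wells and 100% = biotin wells as full block of FRET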
# Target sequence (Q9Y5X4 whole entry, looked up): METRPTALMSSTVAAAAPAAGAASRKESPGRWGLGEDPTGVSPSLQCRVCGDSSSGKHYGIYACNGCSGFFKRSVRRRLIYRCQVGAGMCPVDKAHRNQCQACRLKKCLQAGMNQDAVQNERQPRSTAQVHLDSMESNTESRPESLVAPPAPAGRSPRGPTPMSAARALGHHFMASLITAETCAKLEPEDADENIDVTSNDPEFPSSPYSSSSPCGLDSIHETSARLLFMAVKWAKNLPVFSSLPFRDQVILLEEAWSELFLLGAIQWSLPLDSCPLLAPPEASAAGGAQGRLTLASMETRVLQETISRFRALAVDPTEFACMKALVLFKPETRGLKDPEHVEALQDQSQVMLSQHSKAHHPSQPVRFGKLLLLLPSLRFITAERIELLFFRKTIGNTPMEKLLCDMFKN
#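 Material: NR2E3–RetCOR corepressor complex | Quantity: 1.35 nM GST-tagged NR2E3 final | Schedule: 5 h at 4 °C | Replication: Singlicate compound wells | Reagent: RetCOR corepressor, biotinylated, 7 nM | Controls: Biotin wells as high control, 0.6% DMSO wells as low control | Signal: TR-FRET, Eu(K)-anti-GST donor, streptavidin-D2 acceptor, ex 340, em 617/671 nm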
# CF NFkB inh – inhibitors of cystic fibrosis induced NF-kB. KKLEB NF-kB-GFP reporter, PAF-induced, GFP fluorescence overnight. inhibition, % at 5 µM. actives 0.86% (n = 360,000);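 active = at least 50% inhibition at 5 µM, scaled per plate between neutral and stimulator controls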;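 note: PAF is a Pseudomonas aeruginosa culture filtrate used as stimulus; plate controls were PAF-stimulated DMSO wells for no effect and unstimulated DMSO wells for full effect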
# Shn3 inh set2 – Schnurri-3 reporter inhibition in Clone20 osteoblasts | Clone20 osteoblast Shn3 3'UTR firefly luciferase, 24 h | inhibition, % at 12.5 µM | actives 0.52% (n = 360,000) | AID 588674;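 active = mean inhibition of at least 75% with every replicate also reaching 75%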;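 note: 0% = median of neutral control wells and 100% = pilot-screen positive control compound; some compounds past the cut are filed as inactive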
# Peg3 promoter – reduces Peg3 promoter-driven luciferase expression in HeLa. HeLa PEG-Prom luciferase reporter, luminescence, overnight. inhibition, % at 20 µM. actives 1.7% (n = 360,000);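 active = inhibition of at least 50% at 20 µM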
# TRPM1 prom inh – inhibitors of MITF-driven TRPM1 promoter in melanoma cells; SK-MEL-5 TRPM1 promoter luciferase, 24 h; inhibition, % at 12.5 µM; actives 0.83% (n = 330,000);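 active = mean inhibition across replicates of 60% or more, whatever share of single replicates reaches that level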; note: values of inactives mirror those of a sister screen read the other way
# HIF-2a block – HIF-2a inhibition; 786-0 RCC cells HIF-2a reporter, luciferase luminescence, overnight; inhibition, % at 18.8 µM; actives 0.72% (n = 360,000); AID 624352;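 active = inhibition of the luminescence signal of 40% or more relative to plate controls, in a single-dose primary screen at 18.75 µM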
# Vif inh – HIV Vif inhibition; actives 0.35% (n = 340,000); inhibition, % at 7.49 µM; HEK293T cells, Vif self-association by quenched fluorescence, imaging, 24 h; in the data active = inhibition above about 50%, passing the limit was not always enough; note: some results filed as inactive read as strong as hits
# NR2E3 ag-2 – human photoreceptor-specific nuclear receptor agonism | actives 0.35% (n = 360,000) | CHO-S Gal4-NCOR/VP16-NR2E3 two-hybrid, luciferase | AID 602229 | inhibition of corepressor binding, % at 3.98 µM | Q9Y5X4;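 active = inhibition above the mean of all tested compounds plus 3 SD, cut at about 70% in these data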;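 note: 0% = DMSO with NR2E3 transfected cells and 100% = cells lacking NR2E3 construct; higher means lower luciferase signal from less NR2E3 corepressor binding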
# PDI inh – blocks human protein disulfide isomerase activity; inhibition, % at 10 µM; P07237; PDI insulin aggregation turbidity, A650, 90 min; actives 0.052% (n = 350,000); AID 588391;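 active = mean inhibition across replicates of 30% or more, whatever share of single replicates reach that level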;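 note: absorbance from insulin aggregation driven by PDI reduction with DTT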
# Target sequence (P07237 whole entry, looked up): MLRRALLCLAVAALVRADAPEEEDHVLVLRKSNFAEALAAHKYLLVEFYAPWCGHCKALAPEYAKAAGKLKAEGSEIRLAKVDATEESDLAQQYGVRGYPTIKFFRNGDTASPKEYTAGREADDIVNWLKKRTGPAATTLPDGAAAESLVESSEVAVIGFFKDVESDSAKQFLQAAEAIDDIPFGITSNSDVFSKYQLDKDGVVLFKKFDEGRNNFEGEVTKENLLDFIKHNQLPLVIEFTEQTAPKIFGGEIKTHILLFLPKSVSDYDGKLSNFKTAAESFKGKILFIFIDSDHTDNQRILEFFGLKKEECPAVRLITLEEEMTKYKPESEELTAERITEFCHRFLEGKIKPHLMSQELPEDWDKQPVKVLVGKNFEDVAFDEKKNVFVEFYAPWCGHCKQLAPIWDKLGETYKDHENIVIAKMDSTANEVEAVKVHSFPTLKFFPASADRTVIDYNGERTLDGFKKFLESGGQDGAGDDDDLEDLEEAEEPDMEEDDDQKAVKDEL
# Starred values were filed as active, the others as inactive; x = no result given.
SMILES,KKLEB cytotox,CaV13 FRET inh,NR2E3 ag-1,CF NFkB inh,Shn3 inh set2,Peg3 promoter,TRPM1 prom inh,HIF-2a block,Vif inh,NR2E3 ag-2,PDI inh
COc1ccccc1OCC(=O)NC1CCCc2ccccc21 (stereo not drawn),7,-4,0,-2,10,11,20,9,1,-22,-4
Cc1ccc(S(=O)(=O)N2CCC(C(=O)OC(C)C(=O)NCc3ccccc3)CC2)cc1C (stereo not drawn),-7,-5,-2,3,-6,1,2,12,x,-11,1
CNc1cncc(C(=O)O)c1,-3,-5,5,3,-27,18,11,17,1,-31,0
CCn1c(SCC(=O)Nc2cccc(C)n2)nnc1-c1ccco1,11,-4,-2,-15,-4,8,-6,12,-4,-14,-11
CCOCCCNC(=S)N1CCN(Cc2ccc3c(c2)OCO3)CC1,8,4,1,-14,5,12,12,10,x,-4,-2
Cc1ccc(N=C2SC(C(=O)O)CC(=O)N2C)cc1C (stereo not drawn),-7,-5,4,-14,6,-2,-5,15,-3,-16,2
O=C(CN(C(=O)CCC(=O)Nc1nccs1)c1ccc2c(c1)OCO2)NCC1CCCO1 (stereo not drawn),-4,-6,3,12,-11,-13,-6,-16,-1,-18,0
CC(=C/c1ccccc1)/C=N/n1cnnc1,-7,-2,0,2,13,39,12,-1,0,0,-1
c1ccc2c(c1)OCCOCCOCCOCCOc1ccccc1OCCOCCOCCO2,18,-6,-4,1,42,-7,14,10,3,4,27
CC(=O)c1ccc(NC(=O)CSc2nnc(C3CC3)n2C2CC2)cc1,7,-6,x,-11,6,-6,-12,-14,-4,12,1
CCNC(=O)C1(C)CCN(Cc2ccccc2-c2ccccc2)C1 (stereo not drawn),-2,-10,x,-6,-11,-13,x,5,-5,16,1
COc1ccc(NC(=O)N2CCN(CCC#N)CC2)cc1,-5,-4,4,9,19,0,1,1,-2,-19,-6
CC(C)(C)n1nnnc1C(c1ccc2ncccc2c1)N1CCSCC1 (stereo not drawn),4,-8,-1,-12,6,4,-4,10,3,-11,-2
O=C(NC(=O)c1ccccc1)C1=C(N2CCCC2)COC1=O,20,-13,2,-20,-17,-129,-58,-149,-8,-91,-45
Cc1cccc(N2C(=S)NC3c4cc(Cl)ccc4OC2(C)C3C(=O)N(C)C)c1 (stereo not drawn),-1,3,5,-10,-17,0,5,13,-9,-9,3
Cc1ccc(/C=C2\SC(=S)N(CCC(=O)NCCCN3CCOCC3)C2=O)cc1,5,-4,-1,-8,-22,-7,1,-11,21,-37,-1
O=C(O)C(Oc1ccc2c(-c3ccccc3)cc(=O)oc2c1)c1ccccc1 (stereo not drawn),1,-7,-4,23,22,8,9,14,-9,-8,-2
COc1ccccc1CNc1nc(NCc2cccc(OC)c2OC)c2sccc2n1,-12,-9,x,13,48,54*,x,19,x,21,-34
Nc1cc(C(F)(F)F)ccc1Nc1ccccc1,7,-5,0,21,65,7,2,-28,-4,3,-5
CC1=[N+](C)N(c2ccccc2)C(=O)C1N=Cc1c(Cl)cccc1Cl (stereo not drawn),0,-4,-1,11,-6,-2,13,16,4,5,-2
O=C(COC(=O)CSc1ccc(Cl)cc1)Nc1ccccc1,2,-6,4,20,-15,10,5,0,-7,-10,0
Cc1cccc(NC(=O)CCc2ccc(N3C(N)=NC(N)=NC3(C)C)cc2)c1,-18,-6,x,23,2,9,x,20,-1,2,-1
COc1ccc(C(=O)OCC(=O)c2ccc(Cl)s2)c(OC)c1OC,-12,-4,-2,-12,-23,-86,-15,-49,-2,-3,1
CCOC(=O)c1sc(NC(=O)C2CC2)nc1C,-3,-5,3,-20,-28,-17,x,-48,-2,-5,-13
COc1ccccc1C(=O)Nc1c(C)n(C)n(-c2ccccc2)c1=O,-2,-4,2,12,2,-11,7,17,4,0,-4
COC(=O)C1=C(N)Oc2cc(C)[nH]c(=O)c2C1c1cccnc1 (stereo not drawn),-3,x,0,2,-9,10,8,-4,13,-28,0
CCCCC1CC(=O)NC1(C(=O)OCC)C(=O)OCC (stereo not drawn),7,-18,x,-1,7,7,7,19,1,-31,2
O=C(O)CN1C(=O)/C(=C/C=C/c2ccccc2)SC1=S,10,-18,3,9,-31,-6,-5,-51,0,-20,-2
CCOc1ccc2nc(SCc3cccc(C)c3)nc(C)c2c1,1,-7,2,8,-38,-185,-59,-103,-19,-1,-24
N/C(Cc1cccs1)=N\OC(=O)COc1ccccc1,-1,-1,1,0,-11,-91,-20,-150,-10,-24,2
NS(=O)(=O)c1ccc(NC(=O)CCC2CCCCC2)cc1,5,x,2,-1,-6,-7,-7,-14,1,-13,-3
O=C(NNC(=O)c1ccc2nonc2c1)Nc1ccc(Cl)cc1,3,-5,-1,-2,-10,18,x,12,5,-1,0
N#C/C(=C\c1ccco1)C(=O)Nc1cccc2ncccc12,2,41*,-2,-5,5,-7,5,5,0,-9,-2
O=C1CCC([N+](=O)[O-])C(c2ccc(C(F)(F)F)cc2)N1 (stereo not drawn),3,1,2,-4,0,8,6,12,2,-41,9
O=C(NCc1nc2ccccc2[nH]1)C1CCCCC1,6,-9,2,-10,1,-3,1,-6,9,22,3
COCCN(Cc1ccccc1)C(=O)C1CCN(C(=O)Nc2ccccc2)CC1,-2,-6,x,0,12,0,-7,-10,4,-38,0

# Reformatted as tab-separated lines: entries from further up
Structure	KKLEB cytotox	CaV13 FRET inh	NR2E3 ag-1	CF NFkB inh	Shn3 inh set2	Peg3 promoter	TRPM1 prom inh	HIF-2a block	Vif inh	NR2E3 ag-2	PDI inh
COC(=O)C1=C(N)Oc2cc(C)[nH]c(=O)c2C1c1cccnc1 (stereo not drawn)	-3	x	0	2	-9	10	8	-4	13	-28	0
CCCCC1CC(=O)NC1(C(=O)OCC)C(=O)OCC (stereo not drawn)	7	-18	x	-1	7	7	7	19	1	-31	2
O=C(O)CN1C(=O)/C(=C/C=C/c2ccccc2)SC1=S	10	-18	3	9	-31	-6	-5	-51	0	-20	-2
CCOc1ccc2nc(SCc3cccc(C)c3)nc(C)c2c1	1	-7	2	8	-38	-185	-59	-103	-19	-1	-24

# Continuation:
SMILES,KKLEB cytotox,CaV13 FRET inh,NR2E3 ag-1,CF NFkB inh,Shn3 inh set2,Peg3 promoter,TRPM1 prom inh,HIF-2a block,Vif inh,NR2E3 ag-2,PDI inh
O=C(CCc1nc2ccccc2c(=O)[nH]1)Nc1cc(Cl)ccc1N1CCCCC1,-7,-7,2,11,13,30,14,25,-5,-6,-1
CCOC(=O)C(NC(=O)CC)(N1CCc2ccccc2C1)C(F)(F)F (stereo not drawn),3,-4,1,6,-10,13,9,12,0,-33,-5
O=C(CCc1c[nH]c2ccccc12)NCc1ccc2c(c1)OCO2,7,x,-1,2,-3,-3,11,-2,4,6,-8
CSc1ccc(C(=O)Nc2cc(S(=O)(=O)N3CCOCC3)ccc2N2CCOCC2)cc1[N+](=O)[O-],-16,-2,x,12,-6,12,-20,17,-2,-29,-1
O=C(Cn1nnc2ccccc21)Nc1ccccc1[N+](=O)[O-],5,1,1,-1,-6,4,2,3,12,3,5
O=C(CN1CCCC1)N1c2ccccc2Sc2ccc(C(F)(F)F)cc21,6,0,-1,-9,1,-11,0,11,5,-43,-2
COc1ccccc1-n1c(SCC(=O)Nc2cccc(C(=O)O)c2)nnc1-c1ccccc1O,1,-5,0,-9,-11,-4,-8,11,-1,28,-1
CC1=C(C(=O)N(C(C)C)C(C)C)CC(CC(=O)NCCCCc2ccccc2)C(=O)N1Cc1ccc(C(C)(C)C)cc1 (stereo not drawn),-5,-4,x,4,24,33,x,-24,x,19,x
O=C(NNC(=O)C1CC2CCC1C2)c1sc2ccccc2c1Cl (stereo not drawn),8,-18,0,-3,-44,-219,-39,-192,0,-84,-2
O=C(c1cnccn1)N1CCc2c([nH]c3ccccc23)C1c1cccc(Cl)c1 (stereo not drawn),-5,1,5,20,12,11,8,10,-3,4,4
CC/C(=N\NC(=O)C1CC1)c1cccc(Cl)c1,4,4,-3,5,-12,-10,4,11,4,-26,5
COc1ccc(C2Nc3ccccc3C(=O)N2NS(=O)(=O)c2ccc(C)cc2)c(OC)c1 (stereo not drawn),15,-3,0,5,-6,-4,-14,2,6,-20,-8
COC(=O)C1=C(C)Nc2nc(SCc3ccccc3)[nH]c(=O)c2C1c1cccs1 (stereo not drawn),-11,-6,0,15,-9,23,-5,5,5,-21,2
Cn1c(CNc2ccc(Cl)cc2)nnc1SCCN1CCCCC1,14,0,2,-4,5,11,-12,14,-1,9,-1
Cc1ccccc1-n1nc(CSc2nc3ccccc3[nH]2)c(-c2ccccc2)c1N,11,-2,-4,2,8,9,15,4,-11,-6,1
Cc1ccc(N(C(C)C(=O)Nc2ccccc2C(=O)N2CCOCC2)S(C)(=O)=O)cc1C (stereo not drawn),-1,x,-1,2,-16,7,-1,11,-4,5,8
O=C1[C@H]2[C@@H](c3ccc(F)cc3)N3C(=O)N(c4cccc(Cl)c4)C(=O)[C@@]3(Cc3ccc(Cl)cc3)[C@H]2C(=O)N1C1CCCCC1,-7,-4,-2,-3,4,16,13,4,5,7,3
Cc1cccc(C)c1OCC(=O)NNC(=O)CCNC(=O)c1ccco1,19,-6,-1,-3,-17,-3,-6,4,-10,-18,1
CNC(C)C(=O)NC(C(=O)NC(C)C(=O)Nc1cccc2ccccc12)C(C)C (stereo not drawn),-13,-7,x,3,-3,-17,x,14,x,21,-5
O=S(=O)(NCCSc1nc2ccccc2o1)c1ccccc1,0,-1,4,-9,6,19,0,-12,1,-6,-8
Cc1ccc(SCCC(=O)N/N=C/c2ccccc2O)cc1,7,-5,-3,-24,19,46,4,5,-2,-13,-6
CCOc1ccc(N(CC(N)=O)S(=O)(=O)c2ccc(F)cc2)cc1,7,-3,2,-2,-10,11,-6,13,2,-25,-1
COc1ccc(NC(=O)Cc2c(F)cccc2Cl)c(OC)c1,-4,-6,1,-12,10,-8,-10,-9,-7,-9,0
CCC(=O)N=C1SC2CS(=O)(=O)CC2N1c1cccc(OC)c1 (stereo not drawn),7,-5,2,-2,12,-2,6,11,6,-16,-2
OCc1cnc(SCc2ccccc2)n1Cc1ccccc1,6,-6,-2,4,-14,0,-11,-2,1,-18,-6
COc1ccc(NC(=O)N(C)C[C@H]2OCCCC[C@@H](C)Oc3ccc(NC(=O)c4ccccc4)cc3C(=O)N([C@H](C)CO)C[C@@H]2C)cc1,-3,-5,x,12,-31,-18,x,-4,-4,-10,1
NC(=O)c1ccsc1NC(=O)COC(=O)c1cnccn1,1,-15,0,-7,3,10,3,8,1,-8,11
O=c1c2c([N+](=O)[O-])cc([N+](=O)[O-])cc2nc2ccccn12,2,-4,4,-15,-5,1,-5,-13,-9,1,12
O=C(CCS(=O)(=O)c1ccc(F)cc1)Nc1nc(-c2ccccn2)cs1,3,-15,-2,10,31,8,42,6,-9,14,-3
